Screening results deposited in PubChem by several laboratories.
bIAP inhibitor – blocks bovine intestinal alkaline phosphatase activity | purified bovine IAP, CDP-star luminescence, 30 min | inhibition, % at 20 µM | 190,000 tested, under 10 active | AID 1019;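 active = over 50% inhibition of intestinal alkaline phosphatase at 20 µM in the single-dose screen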
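Assay system – bovine IAP enzyme · Quantity – bovine IAP at 1/65,000,000 final dilution · Detection – CDP-star luminescence signal · Times – 30 min reaction at room temperature · Also added – CDP-star substrate at 30 µM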
STAT3 inh – inhibitors of IL-6 induced STAT3 signaling. U3A cells, IL-6 STAT3-luciferase reporter, luminescence; host cell line lacks STAT1. inhibition, % at 5.5 µM. hit rate 0.89% among 190,000;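 active = inhibition above the mean inhibition across all screened compounds plus 3 SD, cut at about 44% in these data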;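 also: 0% = DMSO only wells and 100% = 100 µM nifuroxazide control wells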
STAT1 blocker – STAT1 signaling inhibition; hit rate 0.35% among 200,000; NIH 3T3 STAT1-luciferase reporter, IFN-gamma, luminescence; inhibition, % at 5.5 µM; AID 920;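 active = inhibition above a set limit, the mean inhibition across all tested compounds plus 3 SD, cut at about 34% in these data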;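 also: 0% = IFN-gamma with DMSO and 100% = IFN-gamma with 300 µM nifuroxazide; values of inactives mirror those of a sister screen read the other way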
ROMK mod – modulators of human ROMK potassium channel | P48048 | Tet-inducible ROMK, thallium flux fluorescence; actives lie on both sides | B-score at 10 µM | hit rate 2% among 130,000 | AID 1918;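 active = signal ratio slope over the read window, or its plate-corrected B-score, at least 3 SD from the plate mean, either direction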;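 also: B-score of the F/F0 ratio slope over 7 to 12 s after thallium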
bIAP act – intestinal alkaline phosphatase (bovine) activation; hit rate 0.17% among 200,000; AID 1016; purified bovine IAP, CDP-star luminescence, 30 min; active compounds read high; fold of DMSO-control signal, blank-subtracted; activation factor at 20 µM;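 active = activation factor of 2 or more at 20 µM, a signal rise over negative controls twice the positive control's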
STAT3 act – activators of IL-6 induced STAT3 signaling; U3A cells, IL-6 STAT3-luciferase reporter, luminescence; 100% = signal with IL-6 EC80 alone; activation (% of control), % at 5.6 µM; hit rate 0.91% among 190,000; AID 871;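 active = activation above the screen-wide mean of compound activation plus 3 SD, cut at about 130% in these data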;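 also: 0% = background luminescence of wells with medium and substrate only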
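Detection: reporter luminescence signal / Assay system: STAT1-lacking human U3A cells, STAT3 luciferase reporter / Incubation: compound pre-incubation 1 h before IL-6, then 6 h stimulation at 37 °C / Control set: IL-6-only high control / Read-out: % activation relative to IL-6 control / Probe or stimulus: Interleukin-6, 33 ng/mL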
PPARg SRC-2 ag – PPARgamma-driven SRC-2 recruitment agonism. P37231. PPARgamma LBD-SRC-2 recruitment, biochemical. activation, % at 8 µM. hit rate 0.34% among 200,000. AID 1032; in the data active = activation above about 22%;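 also: 0% = vehicle and 100% = reference agonist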
Target sequence (P37231 whole entry, looked up, the tested form may be a part): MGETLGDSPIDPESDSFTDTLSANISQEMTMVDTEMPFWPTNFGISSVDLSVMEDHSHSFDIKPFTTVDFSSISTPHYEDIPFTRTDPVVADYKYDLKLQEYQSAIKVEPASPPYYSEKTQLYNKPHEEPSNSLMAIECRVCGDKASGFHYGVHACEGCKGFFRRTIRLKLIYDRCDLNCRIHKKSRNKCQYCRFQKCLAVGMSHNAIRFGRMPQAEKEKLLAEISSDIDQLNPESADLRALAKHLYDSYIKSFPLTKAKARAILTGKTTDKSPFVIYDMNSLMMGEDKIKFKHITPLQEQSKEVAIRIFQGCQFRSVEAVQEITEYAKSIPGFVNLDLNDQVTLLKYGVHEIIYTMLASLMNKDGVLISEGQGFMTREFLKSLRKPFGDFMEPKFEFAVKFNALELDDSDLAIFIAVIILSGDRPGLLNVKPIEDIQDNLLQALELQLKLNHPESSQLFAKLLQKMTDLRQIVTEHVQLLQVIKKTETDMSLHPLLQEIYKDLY
PPARg SRC-3 ag – agonists of human PPARgamma SRC-3 coactivator recruitment; biochemical PPARgamma/SRC-3 coactivator recruitment assay; activation, % at 8 µM; hit rate 0.26% among 200,000; AID 731; in the data active = activation above about 23%;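 also: 0% = DMSO and 100% = reference agonist; some compounds past the cut are filed as inactive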
PPARg SRC-1 ag – agonists of human PPARgamma SRC-1 coactivator recruitment; activation, % at 8 µM; hit rate 0.41% among 200,000; PPARgamma-SRC-1 coactivator recruitment biochemical assay; P37231; in the data active = activation above about 19%;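 also: 0% = DMSO and 100% = reference agonist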
TNAP act hiacc – activators of human TNAP at high phosphate acceptor concentration. P05186. purified TNAP, CDP-star luminescence, 1 M DEA, 30 min; active compounds read high; 0 = EDTA background, 1 = DMSO-only activity. activation factor at 20 µM. 200,000 tested, under 10 active;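 active = activation factor at least 2 at 20 µM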
Target sequence (P05186 whole entry, looked up): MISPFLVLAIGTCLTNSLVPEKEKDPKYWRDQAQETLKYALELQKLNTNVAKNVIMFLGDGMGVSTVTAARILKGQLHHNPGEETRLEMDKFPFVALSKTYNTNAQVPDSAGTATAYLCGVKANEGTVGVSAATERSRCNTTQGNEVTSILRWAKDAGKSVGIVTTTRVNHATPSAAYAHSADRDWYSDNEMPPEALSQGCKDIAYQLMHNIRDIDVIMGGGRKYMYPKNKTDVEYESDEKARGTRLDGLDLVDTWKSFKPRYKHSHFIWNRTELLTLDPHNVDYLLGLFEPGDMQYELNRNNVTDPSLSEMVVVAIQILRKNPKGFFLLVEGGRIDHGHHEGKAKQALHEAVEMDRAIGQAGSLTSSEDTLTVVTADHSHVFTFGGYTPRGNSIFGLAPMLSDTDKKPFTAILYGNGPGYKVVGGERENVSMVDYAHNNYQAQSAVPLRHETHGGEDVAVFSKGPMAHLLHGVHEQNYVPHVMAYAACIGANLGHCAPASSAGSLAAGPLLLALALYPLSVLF
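Test system – human TNAP · Doses – 20 µM single point · Incubation – 30 min, room temperature · Signal – luminescent substrate turnover signal · Read-out basis – activation factor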
SRC2 TRFRET art – TR-FRET artefact, counter-screen to PPARgamma/SRC-2 agonist assay | active compounds read high | TR-FRET ratio at 8 µM | hit rate 0.4% among 200,000 | AID 1049; in the data active = TR-FRET ratio above about 2000; also: inactives centre near 1500
Starred values were filed as active, the others as inactive; x = no result given.

The line under a structure holds: bIAP inhibitor	STAT3 inh	STAT1 blocker	ROMK mod	bIAP act	STAT3 act	PPARg SRC-2 ag	PPARg SRC-3 ag	PPARg SRC-1 ag	TNAP act hiacc	SRC2 TRFRET art
- COc1ccc(N2C(=O)CSC2c2ccc3c(c2)OCO3)cc1 (centres undefined)
  4	4	-1	-0.099	1	100	5	2	2	1	1510
- O=C(Nc1cccc(NC(=O)c2sc3ccccc3c2Cl)c1)c1ccco1
  -2	4	-10	x	1	96	7	2	4	1	1772
- CCOC(=O)C1CCN(Cc2nnnn2CCc2ccccc2)CC1
  3	-4	-4	-0.08	1	106	-1	4	-1	1.1	1562
- Cc1nn(CCC(N)=O)c2nc(-c3cccs3)cc(C(F)(F)F)c12
  6	-2	-1	0.0077	0.9	101	7	0	-2	1	1498
- CCOc1ccccc1NC(=S)N1CCN(c2nc(-c3cccc(OC)c3)cs2)CC1
  -18	11	3	-0.68	1.2	93	3	2	-1	1	1703
- CCN(CC)S(=O)(=O)c1ccc2c(c1)N(CC(=O)N(CCc1ccncc1)C(C)C)C(=O)CO2
  -12	21	5	-0.16	1.1	87	13	10	12	1	1532
- O=C(CN1CCN(c2ccccc2F)CC1)Nc1ccc2c(c1)CCC2
  -15	7	-9	-1	1.2	92	1	1	5	1	1714
- O=C(CC12CC3CC(CC(C3)C1)C2)N/N=C\c1ccc[nH]1
  9	1	-16	0.29	0.9	100	6	-5	-1	1	1267
- Cc1nn(C)c(C(=O)NNC(=S)NCc2ccco2)c1Br
  -41	8	3	1.3	1.4	97	11	2	-2	1.1	1762
- COc1ccccc1NC(=O)c1ccc(NC(=O)CN2CCCC2)cc1
  -12	5	7	-0.45	1.1	102	4	-2	-1	1	1506

Reprinted from the part before: 2 compounds; new compounds follow.
The line under a structure holds: bIAP inhibitor	STAT3 inh	STAT1 blocker	ROMK mod	bIAP act	STAT3 act	PPARg SRC-2 ag	PPARg SRC-3 ag	PPARg SRC-1 ag	TNAP act hiacc	SRC2 TRFRET art
- Cc1nn(C)c(C(=O)NNC(=S)NCc2ccco2)c1Br
  -41	8	3	1.3	1.4	97	11	2	-2	1.1	1762
- COc1ccccc1NC(=O)c1ccc(NC(=O)CN2CCCC2)cc1
  -12	5	7	-0.45	1.1	102	4	-2	-1	1	1506
- COc1ccc(-c2ccc(-c3noc(-c4ccccc4F)n3)c(OC)n2)cc1
  5	20	7	x	0.9	85	15	10	5	1	1697
- Cc1nn(-c2ncc(C(F)(F)F)cc2Cl)c(=O)n1-c1ccccc1F
  2	-3	1	0.077	1	106	2	1	-2	1	1552
- CC(=O)Nc1nc(C)cs1
  0	-3	-3	0.45	1	104	4	5	7	1	1601
- COc1ccc(O)c(/C=N/c2sc(C)c(C)c2C#N)c1
  26	16	2	-0.47	0.7	92	2	-9	-2	1	1419
- CCn1c(SCC(=O)N2CCN(c3ccccc3F)CC2)nnc1-c1ccoc1C
  -13	12	2	x	1.1	93	15	2	2	1	1737
- Cc1cccc(-c2cc3nc(C)cc(NCCCn4ccnc4)n3n2)c1
  -19	3	-6	x	1.2	99	7	9	4	1.1	1485
- CCOC(=O)c1cnc(-c2ccccc2)nc1Oc1ccc(OC)cc1
  12	15	15	0.73	0.9	96	0	2	-5	1	1589
- Cc1ccc2nc(N3C(=O)C(O)=C(C(=O)c4ccc(C)o4)C3c3cccc(O)c3)sc2c1 (centres undefined)
  -16	12	2	-0.53	1.2	92	24*	10	15	1	1951
- O=C(O)c1cccc(C(=O)O)n1
  -24	8	-1	0.76	1.2	98	-9	-5	-1	1.1	1543
- COc1ccccc1NC(=O)CSc1nnc(CCNC(=O)c2ccc(C)cc2)n1C
  -8	-1	-7	0.0052	1.1	106	-2	2	3	1.1	1441
- CCN(CC)C(=O)c1sc(NC(=O)c2c(OC)cccc2OC)c(C#N)c1C
  -7	11	-3	0.86	1.1	96	2	-1	-1	1	1497
- CCc1nnc(NC(=O)CSc2nnc(-c3ccco3)n2CC)s1
  5	9	5	x	1	97	13	4	-2	1.1	1460
- C=C(C)CNC(=S)N/N=C1\CCCCc2ccccc21
  22	-2	-5	x	0.8	97	1	-5	11	1	1512
- CC(C)C(=O)N1C2CCC1CC(O)(c1ccc(F)cc1)C2 (centres undefined)
  8	5	-7	x	0.9	100	-4	48*	-1	1	1527
- Nc1nc(=S)[nH]c2c1C1(CCCCC1)Cc1ccccc1-2
  14	-9	-8	-0.021	0.9	105	-1	4	-4	1	1681
- CC1(C)Cc2nc(NCCN3CCOCC3)c(C#N)cc2CO1
  -5	4	1	0.34	1	97	5	2	1	1.1	1450
- CC(C)Cc1nnc(NC(=O)CSc2nc(N)cc(=O)[nH]2)s1
  7	-25	-1	0.91	0.9	121	5	-2	3	1	1568
- COc1cccc(-n2cnc3scc(-c4cccs4)c3c2=O)c1
  4	-21	3	x	1	121	3	-1	1	1.1	1471
- O=C(CSc1nnc(-c2ccco2)n1Cc1ccco1)N1CCOCC1
  -4	3	5	x	1	101	0	5	2	1	1590
- CCCS(=O)(=O)N1CCC(C(=O)NC2CCCCC2C)CC1 (centres undefined)
  0	1	-1	x	1	102	-1	-1	-7	1.1	1481
- COc1cc(C(=O)CCN2CCC(c3ccccc3)C2)cc(OC)c1OC (centres undefined)
  12	-3	1	x	0.9	105	-6	-4	-3	1	1351
- Cc1cc(-c2n[nH]c(=S)n2CC(C)C)cs1
  7	10	-1	x	0.9	92	8	-1	-5	1	1658
- CNS(=O)(=O)c1ccc2nc(NC(=O)/C=C/c3ccco3)sc2c1
  -5	20	-33	0.28	1	87	2	6	5	1	1637
- COc1ccc(NC(=O)CCCn2c(=O)c3sccc3n(Cc3ccc(C)cc3)c2=O)cc1
  -14	1	8	x	1.1	98	2	-3	2	1	1921
- CCCCCC(=O)NC(=S)NNC(=O)c1ccc([N+](=O)[O-])cc1
  -5	-12	-1	x	1	106	-1	-5	1	1	1473
- CCNc1nc(Oc2c(Cl)cccc2Cl)cc(C(F)(F)F)n1
  14	6	2	x	0.9	97	7	-8	-4	1	1552
- O=C(C(Cl)Cl)N1CCN(Cc2ccccc2)CC1
  16	0	6	x	0.8	99	8	0	7	1	1624
- CN1CCN(CCC(=O)Nc2cccc(F)c2)CC1
  -6	-1	1	x	1.1	105	3	-3	-7	1.1	1384
- CCCC(C)C(=O)Nc1ccc(F)c(Cl)c1 (centres undefined)
  -9	12	5	-0.31	1.1	99	1	6	-7	1.1	1668
- CCOC(=O)C1=C(C)NC(=O)NC1c1ccsc1 (centres undefined)
  9	0	-4	1.2	0.9	101	-3	-2	-1	1	1324
- O=C(Cc1ccccc1)NC(NCCCN1CCOCC1)(C(F)(F)F)C(F)(F)F
  -11	-4	9	-0.83	1.1	107	2	-13	7	1	1736
- O=C(NC1CCc2ccccc21)C1CCN(S(=O)(=O)c2ccc(-n3cnnn3)cc2)CC1 (centres undefined)
  11	-2	8	x	0.9	105	4	-9	-13	1.1	1414
- CCC(=O)N1C(Cc2ccccc2)COC1(C)C (centres undefined)
  8	10	-2	-0.2	0.9	93	1	2	-3	1	1447
- O=C(NC(c1ccccc1)c1ccccc1)c1cccc(S(=O)(=O)NCc2ccccc2)c1
  4	0	1	0.23	1	100	0	1	5	1.1	1507
- O=c1c2cnn(-c3ccc(F)cc3)c2ncn1Cc1cccnc1
  0	19	-5	x	1	92	-8	-13	-6	1	1391
- CCCC(=O)Nc1ccc(OCC(=O)OC)cc1
  4	3	12	1.7	1	100	5	11	6	1	1370
- COC(=O)Cc1ccc(OCc2ccc(Cl)nc2)cc1
  -16	28	-31	0.22	1.2	84	-6	3	0	0.8	1657
- O=C(NC1(C(F)(F)F)NC(=O)N(c2ccc(F)c(Cl)c2)C1=O)c1ccncc1 (centres undefined)
  5	5	2	x	0.9	105	2	-8	-4	1	1619
- COC(=O)c1c(NC(=O)CSc2ccccc2N)sc(C)c1C
  18	19	3	0.0054	0.8	92	7	3	-3	1	1603
- O=C(Cc1ccc(-c2ccccc2)cc1)NCc1ccccc1
  40	-37	-4	1.2	0.6	128	-1	-2	8	1.1	1434
- COc1ccc(S(=O)(=O)NCCC(=O)NC(C)c2ccccc2)cc1 (centres undefined)
  -1	2	-4	x	1	103	5	3	3	1.1	1624
- Cc1ccc(NS(=O)(=O)c2cccc(C(=O)O)c2)cc1S(=O)(=O)N1CCOCC1
  -16	-12	-3	1	1.2	108	-2	-3	-3	0.9	1462
- NC(=O)c1ccsc1NC(=O)CSc1nnc(C2CC2)n1Cc1ccccc1
  3	4	1	x	1	100	-2	5	7	1	1527
- CCCOc1ccc(C(=O)N/N=C/c2ccc(-c3ccc(S(=O)(=O)Nc4ncccn4)cc3)o2)cc1
  -12	6	1	x	1.1	97	-2	-2	-1	0.9	1463
- CCOC(=O)C1CCN(C(=O)CSc2n[nH]c(=O)[nH]c2=O)CC1
  3	3	-1	0.79	1	100	7	3	-2	1	1386
- CN(Cc1ccccc1)c1ccc(C(=O)O)cc1[N+](=O)[O-]
  9	-1	6	x	0.9	103	0	-4	-10	0.9	1267
- COc1cc(CNc2ccc(N3CCOCC3)c(C(=O)O)c2)ccc1OCC(N)=O
  9	-9	-2	x	0.9	113	-6	2	5	1	1514
- CC1CC(=O)N(c2ccc(NCc3ccc(Cl)cc3)c([N+](=O)[O-])c2)C1=O (centres undefined)
  -10	2	7	0.056	1.1	98	-1	0	1	0.8	1555
- COc1ccccc1CNC(=O)c1nnc(Cc2ccc(Cl)cc2)o1
  13	-6	-5	-0.17	0.9	105	5	4	-2	1.1	1446
- COc1ccc(NC(=O)CCNS(=O)(=O)c2cccc3nsnc23)cc1
  -3	0	2	0.011	1	104	5	0	6	1	1573

Additional results.
The line under a structure holds: bIAP inhibitor	STAT3 inh	STAT1 blocker	ROMK mod	bIAP act	STAT3 act	PPARg SRC-2 ag	PPARg SRC-3 ag	PPARg SRC-1 ag	TNAP act hiacc	SRC2 TRFRET art
- On1onc2c3cc(-c4ccccc4)nc3ccc21
  18	5	-17	x	0.8	100	-3	1	0	1	1464
- CCN1C2OC3OC4C(OC3OC2N(CC)S1(=O)=O)N(CC)S(=O)(=O)N4CC (centres undefined)
  3	-3	5	-0.65	1	104	5	-2	4	1.1	1634
- COc1cc(N=c2ssnc2Cl)cc(OC)c1
  -7	10	-1	x	1.1	94	10	20	-4	1	1513
- O=C(Cn1cc2c(n1)CCCC2)NCc1cccs1
  5	8	-2	x	0.9	98	3	-5	1	1.1	1573
- CC(C)c1ccc(NC(=O)C2CC(=O)N(C(C)C)C2)cc1 (centres undefined)
  4	-4	-13	x	1	103	0	8	-1	1	1674
- COCCCNC(=O)CSc1nc2cc3c(cc2c(=O)n1CCCC(=O)NCc1ccc(OC)cc1)OCO3
  -29	-5	-2	0.29	1.3	105	-5	-3	-4	1	1385
- CN(CC(=O)Nc1ccc(N2CCOCC2)cc1)CC(=O)Nc1ccc(Cl)cc1[N+](=O)[O-]
  6	1	-2	x	0.9	101	2	2	0	1	1678

This is a random part of the collection; about 3.7% have a hit in one of these screens.
